Screens: PubChem BioAssay, National Center for Advancing Translational Sciences (NCATS)
PTAP TSG101 blk – blocks PTAP/TSG101 interaction to inhibit HIV-1 budding. 340,000 tested, under 10 active. Fluorescence polarization, FITC-PTAP peptide / Tsg101 binding. Potency, µM (series often up to 115 µM), for inactives: top-dose activity change, negative = inhibition, usual class: inhibitors; active = well fitted inhibition curve with a large enough effect in the main read-out, with a control signal flat, not every such curve was filed as active; inconclusive = small, poorly fitted or top-dose-only effect, or effect the other way, or a change in a side signal; inactive = no such curve, though single readings can be large or run the other way; also: potency is read from the fitted curve at half-maximal effect; % of control where 0% means no effect
Target sequence (Q99816 whole entry, looked up): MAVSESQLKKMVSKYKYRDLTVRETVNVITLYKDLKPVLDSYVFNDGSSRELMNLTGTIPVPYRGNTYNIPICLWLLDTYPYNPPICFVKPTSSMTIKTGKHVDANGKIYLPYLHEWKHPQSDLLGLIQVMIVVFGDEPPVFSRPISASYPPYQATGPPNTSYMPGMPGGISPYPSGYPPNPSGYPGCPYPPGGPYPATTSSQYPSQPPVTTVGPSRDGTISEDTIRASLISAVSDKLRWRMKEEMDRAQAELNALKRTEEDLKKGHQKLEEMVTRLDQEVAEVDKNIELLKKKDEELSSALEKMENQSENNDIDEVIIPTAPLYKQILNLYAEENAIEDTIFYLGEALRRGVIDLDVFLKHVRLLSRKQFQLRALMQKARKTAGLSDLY
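Tsg101 binding domain (10 uM final) was mixed with compound and a FITC-labeled PTAP peptide (50 nM final) in HEPES pH 7.5 buffer with NaCl, Tween 20, EDTA and TCEP; fluorescence polarization was read after 20 min at r.t.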
TRPV1 ag – agonists of human vanilloid receptor 1 (TRPV1) | TRPV1-expressing cells, Fluo-8 calcium influx, agonist mode | activation, % at 8.33 µM | actives 0.19% (n = 320,000) | AID 540275; in the data active = activation above about 80%; inconclusive = between about 30% and that limit; also: 0% is about no effect
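Cells expressing TRPV1 were dye-loaded with Fluo-8 and read kinetically: 10 s baseline, 3 min after compound (agonist portion), then 2 min after EC20 capsaicin (allosteric enhancer portion). Calcium-bound dye fluorescence at 480/520 nm.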
p53 reactivator – restores transcriptional activity of mutant p53; H1299 p53-A138V BP100-luciferase reporter, luminescence, 24 h; Potency, µM (doses to about 92.2 µM), inactives show at the top dose activity change, positive = activation, actives largely listed as activators; actives 0.063% (n = 320,000); also: potency is read from the fitted curve at half-maximal effect; % of control where 0% means no effect; nearly all actives have a fitted effect of over 45% in size
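p53-null H1299 cells stably carrying temperature-sensitive p53-A138V and a BP100-luciferase reporter were pinned with compounds (4-point, 1:5 series) and held 24 hrs at 37 deg C. Luminescence was read 10 min after detection reagent.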
TCR act – T cell receptor activation; Potency, µM (doses to about 9.22 µM), inactives show at the highest dose activation of IL-2 secretion, actives largely listed as activators; primary human leukocytes, anti-CD3, IL-2 HTRF, 48 h; 330,000 tested, under 10 active; AID 504894; also: % of control where 0% means no effect
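Using a-CD3 beads without co-stimulation, primary human leukocytes were exposed to compounds for 48 hr. An HTRF IL-2 kit measured the cytokine, with europium-to-d2 energy transfer producing emission at 665nm upon 320nm excitation.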
BRCA1 expr act – activators of BRCA1 expression | MCF7-BRCA1-FFLuc reporter, luminescence, 48 h; response scale: scaled: vehicle 0%, 10 µM genistein 100% | Potency, µM (highest dose often 46.1 µM), inactives show top-dose activation, hits mostly activators | actives 1.1% (n = 380,000) | AID 624202; also: potency is read from the fitted curve at half-maximal effect; nearly all actives have a fitted effect of over 80% in size; some results filed as inactive show a strong effect at the top dose
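Cells: MCF7-BRCA1-FFLuc, 2000/well. Exposure: 48 h, 37 °C, 5% CO2. Read: luminescence, 15 min post-substrate. Controls: genistein 10 microM (maximal activation), DMSO (neutral).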
B2AR arrestin – agonists driving beta-arrestin recruitment to human beta2-adrenergic receptor; beta-arrestin recruitment to beta2AR, cell-based reporter; Potency, µM (doses to about 46.1 µM), inactives show top-dose activation, actives largely listed as activators; actives 0.02% (n = 330,000); AID 492947;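 also: potency is read from the fitted curve at half-maximal effect; 0% = DMSO controls and full agonism = EC100 isoproterenol or metaproterenol; nearly all actives have a fitted effect of over 65% in size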
Target sequence (P07550 whole entry, looked up): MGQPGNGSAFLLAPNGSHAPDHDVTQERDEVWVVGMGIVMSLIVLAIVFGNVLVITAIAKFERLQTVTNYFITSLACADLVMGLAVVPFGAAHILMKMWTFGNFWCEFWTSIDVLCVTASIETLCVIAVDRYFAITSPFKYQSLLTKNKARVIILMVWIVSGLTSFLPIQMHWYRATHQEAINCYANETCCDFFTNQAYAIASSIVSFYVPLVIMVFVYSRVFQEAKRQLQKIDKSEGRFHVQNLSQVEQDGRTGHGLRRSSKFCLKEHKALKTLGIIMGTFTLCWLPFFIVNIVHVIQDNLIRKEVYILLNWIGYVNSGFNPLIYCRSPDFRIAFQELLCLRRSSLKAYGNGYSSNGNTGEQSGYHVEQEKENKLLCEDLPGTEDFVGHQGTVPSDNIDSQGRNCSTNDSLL
ELG1 DNA repair – ELG1-dependent DNA repair inhibition; HEK293T ELG1-luciferase reporter, luminescence, 16 h; DNA damage induced by 5-fluorouridine; Potency, µM (titrated, usually from 46.1 µM), for the others: at the top dose activity change, negative = inhibition, usual class: inhibitors; actives 2.3% (n = 330,000); AID 504467; also: potency is read from the fitted curve at half-maximal effect; % is scaled to controls: 0 for no effect and ±100 for the full control effect; nearly all actives have a fitted effect of over 55% in size
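DMSO vehicle served as the neutral condition. Each well held 2,000 cells given 5-fluorouridine plus compound; after 16 hr at 37 °C/5% CO2, ONE-Glo was added and luciferase measured 30 min later.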
AT treatment – potential ataxia-telangiectasia treatment; […] A-T fibroblasts, KAP-1 phosphorylation AlphaLISA; neocarzinostatin DNA damage 30 min before lysis; AID 485349; Potency, µM (doses to about 57.5 µM), inactives show at the highest dose activation, most hits filed as activators; actives 0.19% (n = 320,000); also: potency is read from the fitted curve at half-maximal effect; % of control where 0% means no effect; nearly all actives have a fitted effect of over 45% in size
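ATM-like activity read as KAP-1 phosphorylation via AlphaLISA donor/acceptor antibody pairs after lysis and 6 hr at 25C. Cells were ATM-null patient fibroblasts ([…], hTERT), dosed 60 min, then exposed to the DSB inducer NCS for 30 min.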
a7 integrin act – activators of alpha7 integrin expression for muscular dystrophy. alpha7betagal myoblasts, beta-gal FDG fluorescence, 48 h. Potency, µM (titrated, usually from 38.3 µM), for the others: at the highest dose activation, actives largely listed as activators. actives 0.064% (n = 350,000);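 also: potency is read from the fitted curve at half-maximal effect; 100% = response of the positive control SU9516; nearly all actives have a fitted effect of over 60% in size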
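Alpha7betagal+/- myoblasts (passage 13) were plated 16-24 hr, then exposed to compounds (1:260 dilution of DMSO stock) for 48 hours at 37C. After MPER lysis, β-galactosidase reporter activity was read as FDG fluorescence (ex 480/em 540) after 30 minutes.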
CXXC DNA block – MLL CXXC-DNA interaction inhibition | Q03164 | MLL-CXXC / FITC-HOXA9 DNA fluorescence polarization | Potency, µM (top dose mostly 115 µM), without a hit: top-dose activity change, negative = inhibition, actives largely listed as inhibitors | actives 0.037% (n = 290,000) | AID 2662; active = well fitted inhibition curve with a large enough effect in the polarisation, with a control signal flat, not every such curve was filed as active; inconclusive = small, poorly fitted or top-dose-only effect, or effect the other way, or a change in a side signal; inactive = no such curve, though single readings can be large or run the other way; the % refers to the polarisation; also: potency is read from the fitted curve at half-maximal effect
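Fluorescence polarization: 7 uM MLL-CXXC (stock) preincubated 5 min with compounds, then 50 nM fluorescein-HOX-A9 DNA (stock) added; 30 min ambient. Buffer 50 mM Tris-HCl pH 7.5, 50 mM NaCl, 1 mM DTT, 0.05% BSA.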
* hit, by the source's call; u = inconclusive; x = no result given; [ ] = another dose, or the depositor's remark. Unless noted, calls follow the shape of the dose curve; as a rule, active = well fitted curve in the direction sought with a large enough effect; inconclusive = small, poorly fitted or top-dose-only effect, or another doubt; inactive = no such curve, though single readings can be large; an effect the other way counts as inactive or inconclusive.

SMILES | PTAP TSG101 blk | TRPV1 ag | p53 reactivator | TCR act | BRCA1 expr act | B2AR arrestin | ELG1 DNA repair | AT treatment | a7 integrin act | CXXC DNA block
Cc1[nH]c(=O)[nH]c(=O)c1/C=N/NC(=O)[C@@H](NC(=O)OC(C)(C)C)C(C)C | -4% | -3 | -6% | -1% | 9% | 0.8% | 5% | -2% | 9% | 7%
CCN(CC)S(=O)(=O)c1ccc(C)c(NC(=O)CN(C)C)c1 | 1% | 3 | 1% | 3%[46.1 µM] | 3% | -0.7% | u | -6% | 15% | -2%
Cc1cccc(COc2ccc(/C(O)=C3\C(=O)C(=O)N(CCN(C)C)C3c3ccncc3)cc2)c1 (stereo not given) | -2% | 0 | 0% | 6% | 77% | -0.3% | 17% | -1% | 15% | 1%
CCOc1ccc(NC(=O)C(CC(=O)O)Cc2ccc(C)cc2)cc1 (stereo not given) | -3% | 1 | 9% | x | 2% | -0.2% | -6% | 2% | 10% | -29%
CC(=O)N1CCN(S(=O)(=O)c2cccc(C(=O)NNC(=O)COc3ccc(F)cc3)c2)CC1 | -2% | 1 | 5% | 0% | 16% | -0.7% | 15% | -6% | 18% | x
COC(=O)c1ccc(CN2CCN(CCC(C)C)C(CCO)C2)cc1 (stereo not given) | 0% | 1 | 1% | 12% | -25% | 0.5% | 0% | 0%[11.5 µM] | -3% | 1%
O=C(COC(=O)C1CCC1)Nc1ccccc1Sc1ccccc1 | 1% | 5 | -7% | 1%[46.1 µM] | -9% | -0.4% | u | 8% | 4% | u
CCOC(=O)c1c(C)[nH]c2cc(Br)c(O)cc12 | -7% | -1 | u | x | -40% | 0.5% | u | 17% | 10% | 3%
COCC(C)(C)COS(N)(=O)=O | 0% | -2 | 9% | 0% | 26% | 0.0% | 7% | -9% | -6% | -10%
Cc1ccc(C)c(NC(=S)N2CCN(c3cccc(C(F)(F)F)c3)CC2)c1 | -4% | 4 | -1% | 5% | -2% | 0.3% | 6% | 4% | 0% | 15%
NS(=O)(=O)c1cccn1-c1ncc(C(F)(F)F)cc1Cl | -2% | -3 | 7% | -5% | 11% | 0.0% | 10% | -8% | -3% | -12%
CC1CN(C2CC(C)(C)NC(C)(C)C2)CCC1=O (stereo not given) | -1% | -3 | 2% | x | -1% | -0.8% | -3% | 4% | 2% | -3%
O=C(NNC(=S)Nc1ccccc1)c1cccc(S(=O)(=O)N2CCOCC2)c1 | -2% | 3 | -2% | x | -10% | -0.4% | 1% | 1% | 15% | 6%
O=C(COC(=O)c1cc2ccccc2cc1O)Nc1cccnc1Cl | 0% | 17 | -3% | 2%[46.1 µM] | -13% | -0.5% | 19% | -1% | 8% | -10%
Cc1ccc(C(=O)OCC(=O)NCc2ccco2)cc1S(=O)(=O)N1CCOCC1 | -2% | 0 | 1% | 4% | 0% | 0.0% | 6% | -4% | -18% | x
COc1ccc(C([O-])=Nc2ccc[n+](-c3nc4ccccc4nc3NS(=O)(=O)c3ccccc3)c2)cc1 | x | x | 2% | x | x | 0.2% | -22% | -3% | x | 0%
CC(OC(=O)c1cccnc1Cl)C(=O)Nc1ccc2c(c1)OCO2 (stereo not given) | 1% | x | 3% | -4% | -10% | -0.3% | u | 8% | 1% | x
COc1ccc(Cc2nc3ccccc3[nH]c2=O)cc1 | -1% | 3 | -4% | 1% | 3% | 0.2% | 9% | 1% | 18% | 25%
COc1ccc(CNCc2ccc(C(F)(F)F)cc2)cc1OC | 0% | 0 | -8% | 8% | -12% | -1.3% | 3% | 17% | -31% | -7%
COc1ccc(Cl)cc1NC(=O)c1noc2c1CCCC2 | -1% | 19 | 10% | 2% | -34% | 0.2% | -4% | -1% | 18% | 9%
CN(Cc1ccccc1)C(=O)COC(=O)c1ccc2c(c1)OCO2 | -3% | 2 | -4% | 0% | 51% | -0.1% | 14% | 20% | 4% | 3%
C/C(O)=C(\C#N)c1nnc2n1CCCCC2 | -13% | 10 | 3% | -6% | 11% | -1.0% | 18% | 4% | -4% | 1%
CN(C)CCN(C(=O)c1ccc2ccccc2c1)c1nc2c(F)cc(F)cc2s1 | -12% | 1 | -2% | 4% | 0% | 0.4% | -4% | -2% | -4% | 13%
COc1ccc(CNC(=O)/C=C/c2cc3c(cc2Br)OCO3)cc1 | 1% | 24 | -3% | -5% | 10% | -0.7% | 5% | -7% | 11% | -6%
CC(=O)c1cccc(S(=O)(=O)N2CCCC(c3nc4c(nnn4Cc4ccccc4Cl)c(=O)[nH]3)C2)c1 (stereo not given) | 0% | 4 | -7% | -3% | -37% | -0.5% | u | -2% | -9% | 4%
CN(CC(=O)Nc1ccc2c(c1)OCO2)S(=O)(=O)c1cccs1 | 0% | u | 15% | 3% | 96% | -1.6% | u | -2% | 6% | -1%
CC(SCc1cn2cc(Cl)ccc2n1)C(=O)O (stereo not given) | -4% | -4 | -16% | -1% | 41% | 0.0% | -8% | 0% | u | 6%
Cc1ccc(NC(=O)CN2C(=O)NC(C)(c3ccc(Cl)cc3)C2=O)cc1S(=O)(=O)N1CCOCC1 (stereo not given) | -6% | -1 | -1% | -2%[46.1 µM] | -76% | -0.1% | u | 10% | -15% | 3%
CCOC(=O)C1=C(N)OC(CCl)=C(C#N)C1c1ccsc1 (stereo not given) | -8% | 0 | 29% | -6%[46.1 µM] | -2% | 0.0% | 11% | -2% | -9% | 15%
COc1ccc(CNC(=O)C2CCN(S(=O)(=O)c3cccnc3)CC2)cc1 | -5% | 1 | -3% | 1% | 17% | -0.3% | 17% | -5% | 29% | 7%
C=CCn1c(SCC2CCCCO2)nc2sc(CC)cc2c1=O (stereo not given) | -13% | 22 | 4% | 4% | -53% | -0.3% | u | 5% | -4% | -15%
O=C(Nc1cc([N+](=O)[O-])ccc1O)c1cccc(NC(=O)c2ccco2)c1 | 0% | 2 | 14% | -4% | 2% | 0.3% | u | -2% | 14% | -24%
O=C(OC1CCCCC1=O)c1ccc(S(=O)(=O)Nc2ccccc2)cc1 (stereo not given) | 2% | 5 | -6% | 7% | -13% | -0.1% | -9% | -2% | u | 1%
Cc1cc(C)nc(SCCn2c(N3CCOCC3)nc3c2c(=O)[nH]c(=O)n3C)n1 | -4% | 0 | -2% | 5% | -15% | -0.4% | -11% | 5% | -10% | 0%
O=C(Nc1ccccc1F)c1ccc(CN2CCc3ccccc3C2)cc1 | 0% | 15 | x | -3% | -6% | 0.2% | -27% | 0% | -3% | 2%
O=C(/C=C/c1cccs1)NC1CCCC1 | -7% | 11 | u | 4% | 86% | 0.3% | u | 3% | 8% | 6%
CC(C)Cn1c(N)c(S(=O)(=O)c2cccs2)c2nc3ccccc3nc21 | 0% | 7 | -4% | 0% | -48% | -0.1% | u | 8% | 25% | -1%
Cc1cccc(-c2noc(CN(C(=O)CCc3ccccc3)C(C)C)n2)c1 | -8% | 11 | 4% | 3% | 5% | -0.1% | -4% | 11% | -14% | 0%
COCCCn1c(SCC(=O)NC(C)(C)C)nnc1-c1ccccc1 | 0% | -8 | -6% | 1% | 7% | -0.4% | 2% | 19% | 0% | 1%
CCc1ccc(NC(=O)CSc2nnc(CNC(=O)c3ccc(OC)cc3)o2)cc1 | -2% | 3 | 1% | -6% | 2% | 0.0% | 0% | 10% | -1% | 19%
CCN(C(=O)c1ccccc1)c1ccc([N+](=O)[O-])cc1 | 0% | -3 | -9% | 0%[46.1 µM] | -15% | 2.1% | -1% | 2% | -3% | -4%
CCOC(=O)CN(C)Cc1cn(C)nc1-c1ccc(Oc2ccccc2)cc1 | -1% | 14 | x | -1% | 2% | -1.0% | u | 3% | -23% | -7%
OCCN(Cc1ccccc1)Cc1ccc(F)c(F)c1 | -3% | 9 | -8% | 3% | 1% | -0.3% | 3% | -4% | -58%[inhibitor] | -11%
CCN(CC)c1c([N+](=O)[O-])c(=O)oc2ccccc12 | -1% | -1 | 3% | 0% | 7% | -0.2% | 7% | 7% | 12% | -8%
CCCCn1c(N)c(N(Cc2ccccc2OC)C(=O)COc2ccccc2OC)c(=O)[nH]c1=O | -2% | 2 | 5% | -5% | -20% | -0.3% | -3% | -1% | 14% | x
NC(=O)c1ccccc1NS(=O)(=O)c1ccccc1 | -5% | -2 | 3% | 6% | -3%[1.84 µM] | 0.4% | 1% | -4% | 18% | 0%
